Source: PubChem BioAssay
Luc counter: blocks Kinase-Glo luciferase, a counter-screen artifact | hit rate 0.28% among 200,000 | Kinase-Glo luciferase, ATP luminescence, 8 min | Potency, µM (highest dose often 38.3 µM), for the others: at the top dose activity change, negative = inhibition, actives largely listed as inhibitors; further: potency means the concentration at half of the fitted maximal effect; on the % scale 0 is the no-effect control and ±100 the full control effect; nearly all actives have a fitted effect of over 60% in size
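Luminescence was the read-out, taken after 8-minute incubation at ambient temperature. Luciferase turned over luciferin with 10 uM ATP in imidazole pH 7.2 buffer containing KCl, MgCl2, Tween 20 and BSA.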
CBFb RUNX1 block: inhibitors of human CBF-beta and RUNX1 interaction. Q01196+Q13951. AlphaScreen CBFb-His/RUNX1-biotin binding, biochemical. Potency, µM (titrated, usually from 59.8 µM), inactives show at the top dose activity, negative = inhibition, actives largely listed as inhibitors. 230,000 tested, under 10 active; further: % of control where 0% means no effect
Target sequence (Q01196 whole entry, looked up): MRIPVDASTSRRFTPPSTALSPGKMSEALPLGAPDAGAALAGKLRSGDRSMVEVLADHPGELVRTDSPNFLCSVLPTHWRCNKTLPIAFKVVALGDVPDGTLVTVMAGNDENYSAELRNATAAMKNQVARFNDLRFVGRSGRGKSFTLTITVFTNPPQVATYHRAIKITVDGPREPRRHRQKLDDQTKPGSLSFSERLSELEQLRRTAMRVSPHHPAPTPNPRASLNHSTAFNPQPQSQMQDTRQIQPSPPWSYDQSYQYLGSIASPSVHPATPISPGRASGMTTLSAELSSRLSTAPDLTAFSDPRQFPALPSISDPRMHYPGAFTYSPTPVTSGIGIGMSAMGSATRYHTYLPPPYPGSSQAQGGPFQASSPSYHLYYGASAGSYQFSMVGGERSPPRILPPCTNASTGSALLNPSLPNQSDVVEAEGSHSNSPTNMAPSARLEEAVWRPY
Target sequence (Q13951 whole entry, looked up): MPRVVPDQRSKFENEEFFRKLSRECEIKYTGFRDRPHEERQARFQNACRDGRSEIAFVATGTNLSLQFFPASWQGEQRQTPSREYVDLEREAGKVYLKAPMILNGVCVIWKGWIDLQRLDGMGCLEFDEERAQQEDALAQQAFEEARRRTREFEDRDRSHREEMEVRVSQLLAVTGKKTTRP
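AlphaScreen binding: CBFb-His and RUNX1-biotin (30 nM each) preincubated 20 min, compound added for 15 min, then nickel and streptavidin beads for 90 min, all at room temperature. Disruption of the interaction by any mechanism counts as activity.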
NPSR antagonist: blocks cAMP signaling of the human neuropeptide S receptor; Q6W5P4; CHO-NPSR cells, cAMP TR-FRET, antagonist mode; Potency, µM (titrated, usually from 38.3 µM), for the others: top-dose activity change, negative = inhibition, usual class: inhibitors; hit rate 1% among 220,000; further: potency means the concentration at half of the fitted maximal effect; on the % scale 0 is the no-effect control and ±100 the full control effect; nearly all actives have a fitted effect of over 50% in size; many of its hits are not listed in these tables
Target sequence (Q6W5P4 whole entry, looked up): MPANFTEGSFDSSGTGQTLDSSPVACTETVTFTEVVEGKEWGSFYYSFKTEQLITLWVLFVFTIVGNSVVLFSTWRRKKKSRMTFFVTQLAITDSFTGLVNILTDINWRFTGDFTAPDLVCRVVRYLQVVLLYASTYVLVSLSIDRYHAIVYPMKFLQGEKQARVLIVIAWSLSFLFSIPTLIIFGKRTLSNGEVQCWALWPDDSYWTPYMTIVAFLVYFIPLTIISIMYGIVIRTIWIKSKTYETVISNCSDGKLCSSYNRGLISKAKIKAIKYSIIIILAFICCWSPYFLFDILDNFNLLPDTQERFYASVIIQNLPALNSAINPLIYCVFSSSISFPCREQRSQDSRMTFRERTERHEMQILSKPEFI
Epigenetic reg: epigenetic control regulation, reporter derepression; hit rate 0.2% among 280,000; Potency, µM (series often up to 53.9 µM), without a hit: top-dose GFP activation, actives largely listed as activators; AID 1865; murine LDR cells, GFP reporter derepression, 30 h; further: potency means the concentration at half of the fitted maximal effect; % of control where 0% means no effect; nearly all actives have a fitted effect of over 60% in size
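Murine LDR cells bearing a silenced CMV-driven GFP reporter were exposed to compound for 30 h at 37 C. After PBS washes, GFP-positive cells (20-120 um objects) counted by laser-scanning microplate cytometry.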
IMPase Li cell: cell-permeable IMPase inhibitors with lithium potentiation. CHO-M1 cells, IP1 TR-FRET (IP-One), carbachol + lithium. Potency, µM (top dose mostly 59.4 µM), without a hit: at the top dose activity, negative = IMPase inhibition, most hits filed as inhibitors. hit rate 0.35% among 210,000. AID 1457;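 further: IP1 builds up when IMPase is blocked and the TR-FRET signal falls; potency means the concentration at half of the fitted maximal effect; plate controls were basal vehicle for no effect and high inhibitor control for full effect; nearly all actives have a fitted effect of over 50% in size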
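Readout is a homogeneous TR-FRET IP1 immunoassay (Ex 320, Em 665 and 620), where raised cytosolic IP1 lowers signal. Cells were CHO-M1 treated 30 min at 37C with test compounds plus a little lithium; AC50 values came from Hill-equation fitting.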
HttQ103 aggreg: inhibitors of mutant huntingtin aggregate formation in PC12 cells; hit rate 1.1% among 220,000; AID 1688; Potency, µM (highest dose often 46.1 µM), for inactives: at the highest dose activity change, negative = inhibition, usual class: inhibitors; PC12 HttQ103-GFP aggregates, Acumen cytometry, 40 h; further: potency means the concentration at half of the fitted maximal effect; on the % scale 0 is the no-effect control and ±100 the full control effect; nearly all actives have a fitted effect of over 60% in size
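PC12 cells with ecdysone-inducible HTT exon1 Q103-GFP, induced by 100 nM tebufenozide, given compounds in a concentration series. GFP aggregates (1–25 um, 6 SD above background) counted in lysates by laser-scanning cytometry, 488 nm excitation.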
Lamin A splicing: modulators of lamin A splicing. HeLa LMNA splicing GFP/RFP minigene ratio, 48 h. Potency, µM (titrated, usually from 46.1 µM), inactives show top-dose ratio change, negative = inhibition, usual class: inhibitors. hit rate 0.01% among 200,000. AID 1487; active means well fitted inhibition curve with a large enough effect in the signal ratio, with a control signal flat, not every such curve was filed as active; inconclusive means small, poorly fitted or top-dose-only effect, or effect the other way, or a change in a side signal; the % refers to the signal ratio; further: potency means the concentration at half of the fitted maximal effect; on the % scale 0 is the no-effect control and ±100 the full control effect
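Read-out is the ratio of GFP to DsRed2 object intensity, acquired by 488 nm laser-scanning cytometry on HeLa lamin A-EGFP minigene reporter cells. Compound incubation 48 hrs at 37 °C in Opti-MEM with 2% FBS; DMSO 0.5% final.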
* marks the source's active call; other numbers are inactive results; u = inconclusive; x = no result given; [ ] = another dose, or the depositor's remark. Unless noted, the call rests on the fitted dose curve; in most records, active means well fitted curve in the direction sought with a large enough effect; inconclusive means small, poorly fitted or top-dose-only effect, or another doubt; inactive means no such curve, though single readings can be large; an effect the other way counts as inactive or inconclusive.

Compound	Luc counter	CBFb RUNX1 block	NPSR antagonist	Epigenetic reg	IMPase Li cell	HttQ103 aggreg	Lamin A splicing
Cc1cccc(NC(=O)C2C(C(=O)O)C3C=CC2C32CC2)c1C (configuration not stated)	-1.8%	12.9%	-1.9%[46.1 µM]	-6.2%	-4.8%[38.3 µM]	-17.2%	2.8%
CC1=NC(=O)C(N=Nc2cccc(C(=O)O)c2)N1c1ccccc1 (configuration not stated)	-4.2%	-6.2%	-16.2%[46.1 µM]	1.0%	2.2%[38.3 µM]	-2.7%	19.5%
CC(C)c1onc(C(=O)NCc2cccs2)c1[N+](=O)[O-]	-0.1%	-1.4%	8.4%	0.2%	-5.3%	0.0%	u
CC(C)NC(=O)/C(=C/c1cn(-c2ccccc2)nc1-c1cccc([N+](=O)[O-])c1)NC(=O)c1ccccc1	1.9%	8.3%	5.8%	-1.0%	-5.9%	-10.7%	11.8%
COc1ccc2c(c1)CCc1sc(NC(=O)c3ccco3)nc1-2	-6.3%	-1.7%	-20.8%[46.1 µM]	-8.3%	7.8%[38.3 µM]	-1.7%	-1.6%
COc1ccccc1NC(=S)NNC(=O)c1ccc(O)cc1	-4.9%	0.5%	3.5%[46.1 µM]	-0.8%	26.8%[38.3 µM]	-4.5%	-3.3%
CN1CCN(NC(=O)c2cc([N+](=O)[O-])cc([N+](=O)[O-])c2)CC1	6.2%	5.0%	13.5%[46.1 µM]	0.0%	1.1%[38.3 µM]	20.5%	-5.2%
COC(=O)c1c(C)oc2c1cc(NS(=O)(=O)c1cccs1)c1ccccc12	-0.8%	-4.3%	-11.0%[46.1 µM]	0.1%	34.6%[38.3 µM]	-3.3%	3.4%
CCC(C)(C)c1nnc(NC(=O)c2ccc([N+](=O)[O-])cc2)s1	-0.9%	-2.3%	12.1%[46.1 µM]	0.0%	43.7%[activator][38.3 µM]	-4.0%	6.8%
CCN(C(=O)c1cccc(Br)c1)c1ccccc1	-1.2%	-1.9%	-3.9%	1.1%	1.4%	11.1%	4.9%
Cc1cc(CNC(=O)c2cc(-c3ccccc3)nc3ccccc23)nn1C	-2.3%	-0.5%	10.7%	1.1%	11.2%	u	x
CCCC(=O)c1cc2ccccc2oc1=O	6.6%	8.5%	8.5%[46.1 µM]	-0.2%	-5.8%[38.3 µM]	5.1%	u
Cc1cc(NC(=O)Nc2ccc(C)c(C)c2)no1	6.9%	4.3%	-5.1%	-1.8%	2.3%	-10.6%	x
CCOC(=O)C(C)Sc1nc(-c2ccccc2)nc2ccc(F)cc12 (configuration not stated)	-1.3%	3.8%	-13.0%[46.1 µM]	14.2%	-5.3%[38.3 µM]	19.7%	2.4%[0.0737 µM]
COC(=O)C1CCN(C(=O)CN2C(=O)NC(CCc3ccccc3)C2=O)CC1 (configuration not stated)	-0.4%	13.5%	-9.6%[46.1 µM]	-1.1%	38.6%[activator][38.3 µM]	10.5%	-3.3%
CCOC(=O)/C(=C\c1cn(C)c2ccccc12)[N+](=O)[O-]	7.8%	-2.5%	-31.0%	-1.1%	10.1%	15.7%	u
O=C(Nc1ccccc1)NC(Cc1ccc(O)cc1)C(=O)O (configuration not stated)	-0.4%	16.1%	10.2%	0.6%	-0.8%	7.0%	6.6%[46 µM]
CCOC(=O)c1c(NC(=O)CCN2CCOCC2)sc2c1CC(C)(C)OC2	-6.2%	-0.6%	-27.2%[7.67 µM]	-2.1%	-13.3%[38.3 µM]	-5.7%	-8.3%
Cc1ccc(NC(=O)c2ccc([N+](=O)[O-])cc2Cl)nc1	-3.6%	u	6.7%	-3.2%	2.9%	-24.5%	-8.0%
Cc1ccc(Sc2nc(C)cc(C)c2S(C)(=O)=O)cc1	-1.8%	8.1%	-9.8%[46.1 µM]	-1.1%	-9.4%[38.3 µM]	-11.5%	3.0%
Cn1c(=O)c2c(nc(SCCCC#N)n2Cc2ccccc2F)n(C)c1=O	2.1%	0.7%	-4.6%	1.9%	22.3%	-4.5%	-10.2%
O=C(Nc1nccs1)c1cn(-c2ccccc2)nc1-c1ccncc1	1.6%	u	7.0%	-0.1%	17.3%	-7.0%	-16.1%[46 µM]
c1ccc(COCCN2CCN(CCOCc3ccccc3)CC2)cc1	-0.3%	0.3%	-24.2%[46.1 µM]	-2.8%	26.8%[38.3 µM]	-5.7%	8.3%
O=C(NNC(=O)c1ccc[nH]1)Nc1cc(Cl)cc(Cl)c1	x	4.6%	3.1%	-2.1%	x	9.6%[9.22 µM]	x
O=c1ccccn1Cc1c(F)cccc1Cl	0.8%	5.3%	-11.1%[46.1 µM]	-3.0%	-20.0%[38.3 µM]	-5.2%[9.22 µM]	-3.2%

Complete entries, looked up by structure.
Results for COC(=O)C1CCN(C(=O)CN2C(=O)NC(CCc3ccccc3)C2=O)CC1 (configuration not stated) → Luc counter = -0.4%; CBFb RUNX1 block = 13.5%; NPSR antagonist = -9.6%[46.1 µM]; Epigenetic reg = -1.1%; IMPase Li cell = 38.6%[activator][38.3 µM]; HttQ103 aggreg = 10.5%; Lamin A splicing = -3.3%
Results for O=C(Nc1nccs1)c1cn(-c2ccccc2)nc1-c1ccncc1 → Luc counter = 1.6%; CBFb RUNX1 block = u; NPSR antagonist = 7.0%; Epigenetic reg = -0.1%; IMPase Li cell = 17.3%; HttQ103 aggreg = -7.0%; Lamin A splicing = -16.1%[46 µM]

Arranged by value in IMPase Li cell (falling): three from the list above.
molecule	CBFb RUNX1 block	NPSR antagonist	Epigenetic reg	IMPase Li cell	HttQ103 aggreg	Lamin A splicing
Cc1cc(CNC(=O)c2cc(-c3ccccc3)nc3ccccc23)nn1C	-0.5%	10.7%	1.1%	11.2%	u	x
Cc1ccc(NC(=O)c2ccc([N+](=O)[O-])cc2Cl)nc1	u	6.7%	-3.2%	2.9%	-24.5%	-8.0%
O=C(Nc1ccccc1)NC(Cc1ccc(O)cc1)C(=O)O (configuration not stated)	16.1%	10.2%	0.6%	-0.8%	7.0%	6.6%[46 µM]

(listing goes on)
Compound	Luc counter	CBFb RUNX1 block	NPSR antagonist	Epigenetic reg	IMPase Li cell	HttQ103 aggreg	Lamin A splicing
O=[N+]([O-])c1cc(S(=O)(=O)Nc2ccccc2)ccc1N1CCN(c2ccc(O)cc2)CC1	0.3%	0.4%	-24.2%	-1.8%	16.4%	4.3%	u
COC(=O)CN=C1OC(=O)N2C(=O)C3=C4C(C[C@H]5C(=O)N(c6ccccc6)C(=O)[C@H]5[C@H]4[C@@]12Cc1ccccc1)[C@H]1C(=O)N(c2ccccc2)C(=O)[C@H]1[C@H]3C (some centres not stated)	-3.9%	-10.5%	x	-1.2%	-0.8%	x	x
Cc1ccccc1NC(=S)NC(NC(=O)c1ccccc1C)C(Cl)(Cl)Cl (configuration not stated)	4.0%	1.2%	u	6.0%	21.1%[38.3 µM]	-18.4%	u
Cc1ccc(OC(=O)c2ccc(S(=O)(=O)N(C)C)cc2)c(-n2nc3ccccc3n2)c1	-5.4%	15.6%	-23.5%[46.1 µM]	-1.7%	2.6%[38.3 µM]	22.6%	9.4%
CN(Cc1ccccc1)C(=O)COC(=O)c1ccccc1Nc1ccccc1	x	u	-15.8%[46.1 µM]	-0.9%	x	-0.4%	-4.4%
Cn1cccc1Cc1nnc(SCC(=O)Nc2nc3ccccc3s2)n1CCc1ccccc1	3.8%	-13.7%	-9.3%[46.1 µM]	-1.3%	-2.0%[38.3 µM]	21.3%	7.0%
CC(=O)N1CCCN(Cc2cn(-c3cc(C)ccc3C)nc2-c2ccccc2)CC1	0.1%	9.6%	23.8%	0.0%	10.3%	-1.1%[9.22 µM]	9.2%[46 µM]
Cc1ccc(-c2nc3ccccc3n3nnnc23)cc1	1.0%	10.6%	17.3%[46.1 µM]	0.0%	-19.4%[38.3 µM]	4.8%	2.6%
COC(=O)CCC(=O)N1CCCC(CO)(Cc2ccccc2)C1 (configuration not stated)	-1.2%	4.0%	-8.3%	3.2%	6.1%	-5.1%[9.22 µM]	-12.6%[46 µM]
Cc1ccc(S(=O)(=O)c2ccc(C)cc2)cc1	-1.0%	5.3%	-7.1%[46.1 µM]	-7.0%	11.3%[38.3 µM]	-23.0%	9.6%
COc1ccccc1-c1cc(C(=O)NCc2ccc(Cl)cc2)no1	-4.3%	3.4%	-18.9%[46.1 µM]	-2.2%	u	-8.4%	2.0%
CCC(=O)NC1(C(F)(F)F)C(=O)NC(C)=C1C#N (configuration not stated)	1.4%	-7.3%	12.3%[46.1 µM]	-2.0%	7.5%[38.3 µM]	16.1%	-1.1%
O=C(Cc1ccc(Cl)cc1)Nc1ncc([N+](=O)[O-])s1	0.1%	-10.2%	-9.6%	0.3%	25.9%	u	u
Cn1c(SCc2cc(=O)[nH]c(C(C)(C)C)n2)nnc1C(F)(F)F	x	7.8%	-15.3%	-0.3%	x	-14.7%[9.22 µM]	x
CCN(CC)c1ccc(NC(=S)NC(=O)c2ccco2)cc1	0.6%	u	-25.7%	3.1%	9.8%	9.6%[9.22 µM]	u
CCC(=O)N1CCN(C(C)=O)C1c1ccccc1 (configuration not stated)	0.7%	5.1%	-6.8%[46.1 µM]	-1.0%	17.6%[38.3 µM]	u	-12.8%
CCNC(=O)/C(=C/c1ccc2c(c1)OCO2)NC(=O)c1ccc(Br)cc1	0.9%	-3.5%	u	4.2%	5.0%[38.3 µM]	19.7%	6.9%
O=[N+]([O-])/C(C(Cl)=C(Cl)Cl)=C(\Sc1ccccc1)N1CCCCC1	-4.8%	7.5%	57.7%	-3.9%	19.0%	9.4%[9.22 µM]	7.0%[46 µM]
COc1ccc(-c2ccc(/C=C(\NC(=O)c3ccccc3)C(=O)N3CCOCC3)o2)cc1	2.1%	-0.9%	2.9%	-6.1%	12.5%	3.4%[9.22 µM]	x
COc1ccccc1CNC(=O)c1ccc(-c2ccccc2C(F)(F)F)o1	-0.3%	3.5%	-27.3%	0.2%	2.0%	-18.6%	u
Cc1ccc2c(CN3CCN(C(=O)c4ccco4)CC3)cc(=O)oc2c1C	1.6%	2.0%	-13.4%	0.0%	-2.0%	6.8%	2.8%[46 µM]
COc1ccc(COc2cc(-c3cccc(OC)c3)nc3ccc(NC(=O)C(C)C)cc23)cc1	1.8%	4.9%[2.36 µM]	-12.2%	5.5%	1.1%	-8.6%	-19.0%
Cc1ccc(C(=O)c2coc3ccc(O)c(CN4CCN(C)CC4)c23)cc1	-2.1%	-4.0%	-10.0%[7.67 µM]	0.5%	-0.5%[38.3 µM]	-25.3%	u

This is a subset; count on the stated rates, not on these rows.
